From PubChem
GPR55 activation: GPR55 agonists via beta-arrestin recruitment, primary screen, imaging, U2OS cells, beta-arrestin-GFP redistribution (AID 1961) | U2OS GPR55 beta-arrestin-GFP redistribution imaging; higher % means a stronger effect | 0.048% of 290,000 active | activation, % at 10 µM, or EC50 in µM where a hit was titrated;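 active means activation above 40% with more than 50 cells counted in the well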;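 further: U2OS osteosarcoma cells stably expressing GPR55 and beta-arrestin-GFP; plate controls were DMSO negative control for no effect and LPI positive control for full effect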
T cell HTS: modulates CD8 T cell binding to vesicles; 2C CD8+ T cell-vesicle binding, flow cytometry; active compounds read low; calls only at 7 µM; 0.068% of 330,000 active;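 active means response, share of CD8 T cells binding vesicles, and their 90th percentile fluorescence all below set limits, cut at about 80% in these data, passing the limit was not always enough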
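System: murine 2C transgenic CD8+ T lymphocytes; also added: QL9-loaded Drosophila micro-vesicles; times: binding 1.5 h at 37 °C; measured by: flow cytometry, PE anti-B7-1 (FL2) versus Alexa647 anti-CD8 (FL8), PFA-fixed; control set: Peptide-free naked vesicles (low) and QL9 vesicles with 0.7% DMSO vehicle (high)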
KOR beta-arrestin-1: kappa opioid receptor blockers – cell-based, luminescence, uHTS (AID 1778). KOR beta-arrestin recruitment, luminescence, antagonist mode; higher % means a stronger effect. inhibition, % at 10 µM; hits with a dose series show IC50 in µM. 0.091% of 290,000 active; further: strong numbers were not always called active
HEK293 NOD2/NF-kB: inhibition of NOD2-driven NF-kB reporter – cell-based, luminescence, uHTS, HEK293 (AID 1566) | HEK293 NOD2/NF-kB luciferase reporter, luminescence; higher % means a stronger effect | one-dose inhibition, % at 4 µM; EC50 in µM for titrated hits | 0.63% of 290,000 active; further: many of its hits are not listed in these tables
KOR beta-arrestin-2: KOR agonists, beta-arrestin recruitment, primary screen, cell-based, luminescence, uHTS (AID 1777). 0.02% of 280,000 active. KOR beta-arrestin recruitment, luminescence; higher % means a stronger effect. one-dose activation, % at 10 µM; EC50 in µM for titrated hits; in the data active means activation above about 50%, passing the limit was not always enough; further: a part of the inactive calls stands beside numbers as strong as those of hits
NOD1 NF-kB reporter: NOD1 signaling inhibitors, primary screen, cell-based, luminescence, uHTS (AID 1578) | NOD1-driven NF-kB luciferase reporter cells, luminescence; higher % means a stronger effect | inhibition, % at 4 µM; hits with a dose series show EC50 in µM | 1% of 290,000 active; in the data active means inhibition mostly above about 36%, no sharp cut-off; inactive means mostly below about 34%;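 further: HEK-293T reporter cells stimulated with the NOD1 agonist gamma-tri-DAP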
Myeloid diff MLP: promotes myeloid progenitor differentiation; ER-HoxA9 myeloid progenitors, lysozyme-GFP differentiation, flow cytometry; calls only at 10 µM; 1% of 360,000 active; AID 624256;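 active means normalized GFP-positive differentiation at or above the plate's own cutoff, the solvent-only control mean plus 3 SD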;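 further: cells exposed to compound for four days before flow analysis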
NTR1 agonist: agonists of NTR1, primary screen, imaging, U2OS cells, beta-arrestin-GFP, high content (AID 493036). P30989. NTR1-U2OS beta-arrestin-GFP spot imaging, agonist mode. activation, % at 20 µM. 0.17% of 330,000 active;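 active means activation at or above 40% of the spot to cytoplasm intensity ratio, with at least 20 cells analyzed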;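 further: 0% = DMSO without peptide and 100% = 100 nM NTR1 peptide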
Target sequence (P30989 whole entry, looked up): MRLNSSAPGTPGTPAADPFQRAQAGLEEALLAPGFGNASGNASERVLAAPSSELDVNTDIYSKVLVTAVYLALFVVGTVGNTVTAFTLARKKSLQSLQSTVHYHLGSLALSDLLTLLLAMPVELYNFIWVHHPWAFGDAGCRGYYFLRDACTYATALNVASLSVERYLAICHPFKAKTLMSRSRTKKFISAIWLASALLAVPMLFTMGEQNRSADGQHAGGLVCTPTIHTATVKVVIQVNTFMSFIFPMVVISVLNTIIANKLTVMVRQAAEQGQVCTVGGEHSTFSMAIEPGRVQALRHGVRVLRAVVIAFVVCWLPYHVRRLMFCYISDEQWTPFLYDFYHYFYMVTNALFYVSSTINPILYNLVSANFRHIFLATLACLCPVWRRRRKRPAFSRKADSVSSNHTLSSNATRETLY
GPR55 LPI antagonism: GPR55 antagonists blocking LPI-driven arrestin recruitment, primary screen, imaging, U2OS, beta-arrestin-GFP, LPI agonist (AID 2013); U2OS GPR55 beta-arrestin-GFP translocation imaging, LPI antagonism; higher % means a stronger effect; inhibition, % at 10 µM; hits with a dose series show IC50 in µM; 0.13% of 290,000 active;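 active means spots per cell inhibited over 60%, with over 100 cells counted and total cytoplasm intensity under 500,000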;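 further: U2OS cells stably carrying GPR55 and arrestin-GFP stimulated by 5 µM LPI near EC80; imaged beta-arrestin-GFP aggregate spots per cell after agonist stimulation; plate controls were LPI-stimulated DMSO wells for no effect and DMSO wells without LPI for full effect; some results filed as inactive read as strong as hits; confirmed hits need IC50 under 10 µM and bright autofluorescent wells are also inconclusive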
T cell HTS vesicle-bound %: further read-out of T cell HTS, marked with its call; double positive events, %; measured here: CD8+ vesicle-bound cell fraction;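 binding gate set so that unloaded-vesicle control wells show 10% double positive cells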
NTR1 agonist cell count 20 µM: second read-out of NTR1 agonist, no call of its own (marks repeat the call); cell count; measured here: cell count, cytotoxicity flag
Myeloid diff MLP GFP+ MAC1+ %: also measured in Myeloid diff MLP; calls as there; GFP+ MAC1+ double positive, %; measured here: differentiation confirmed by MAC1 staining
Starred values were filed as active, the others as inactive; i = inactive; / = no result given; [ ] = dose if it differs, or a comment. Unless noted, no stated cut-off is given here; in the data, active means inhibition above about 50%; inactive means the rest. These rows are one share of the data; the hit share may differ from the screen's.

structure	GPR55 activation	T cell HTS	T cell HTS vesicle-bound %	KOR beta-arrestin-1	HEK293 NOD2/NF-kB	KOR beta-arrestin-2	NOD1 NF-kB reporter	Myeloid diff MLP	Myeloid diff MLP GFP+ MAC1+ %	NTR1 agonist	NTR1 agonist cell count 20 µM	GPR55 LPI antagonism
O=C(COC(=O)c1cccc(S(=O)(=O)N2CCc3ccccc32)c1)Nc1ccc(Cl)cn1	-0.2%	i	54	5%	4%	-2.9%	-23%	i	0.4	2.1	85	-4%
CN(C(=O)COC(=O)c1ccc2c(=O)n3c(nc2c1)CCC3)C1CCS(=O)(=O)C1 (configuration not stated)	-0.1%	i	59	-15%[20 µM]	4%	-4.2%	-15%	i	0.2	-1.1	77	5%
Cc1nc(-c2noc(-c3ccc(Cl)cc3)n2)c(C(F)(F)F)o1	0.5%	i	29	32%	4%	-3.6%	-9%	i	0.5	-0.7	41	2%
COCc1cc(C)nc(SCc2ccc([N+](=O)[O-])cc2)c1C#N	0.0%	i	40	-20%[20 µM]	29%	1.2%	10%	i	0.5	3.0	58	3%
CC1(C)C2CCC(C2)C1(C)NC(=O)CNCC1CCCCC1 (configuration not stated)	1.0%	i	49	3%	6%	0.6%	-20%	i	0.3	-0.8	90	9%
Cc1ccc(NC(=O)N2CCC(NC(=O)c3ccccc3C)CC2)cc1	0.3%	i	53	-16%	-7%	-3.3%	-21%	i	0.9	0.0	80	5%
C=CCN1C(=O)C(Cc2ccccc2Cl)SC1=Nc1ccc(C(=O)O)cc1 (configuration not stated)	-0.1%	i	17	11%	7%	4.9%	-11%	i	0.5	1.4	74	-2%
O=c1[nH]c(/C(Cl)=C/c2c(F)cccc2Cl)nc2cc(Cl)ccc12	-0.2%	i	43	17%	4%	1.5%	26%	i	0.7	7.4	78	3%
CCCCNc1nc2ccccc2n1CC(=O)Nc1c(C)cccc1CC	-0.2%	i	44	/	-11%	/	-11%	i	0.5	0.4	41	8%
O=C(Cn1cnnn1)Nc1cccc([N+](=O)[O-])c1	-0.4%	i	45	-8%	-4%	-4.8%	-15%	/	/	-0.7	46	0%
Cc1cc2nsnc2c(S(=O)(=O)NCC(=O)O)c1C	-0.2%	i	8	13%	6%	1.0%	0%	i	9.2	-0.4	46	-2%
COc1ccc(S(=O)(=O)N2CCN(C(=O)CN3C(=O)NC4(CCCC4)C3=O)CC2)cc1	-0.1%	i	51	6%	3%	-1.8%	-28%	i	0.6	1.5	54	16%
Cc1cc(NC(=O)CCC(=O)N(C2CC2)C2(C(=O)NC3CCCC3)CCC(C)CC2)no1 (configuration not stated)	-0.1%	i	45	-27%	-24%	5.9%	-11%	i	1.4	-1.1	67	3%
COc1cc(C)nc2nc(SCc3ccccc3)nn12	-0.1%	i	47	-3%	-10%	-2.5%	-57%	i	0.3	-2.2	80	25%
Cc1ccc(S(=O)(=O)NCCC(=O)NC(C)c2ccccc2)cc1 (configuration not stated)	-0.1%	i	33	-23%	17%	3.3%	-33%	i	4.8	-1.1	64	11%
CCN(CC)S(=O)(=O)c1cccc(NC(=O)COC(=O)C2CC3C=CC2C3)c1 (configuration not stated)	0.5%	i	43	7%[20 µM]	26%	-1.3%	-11%	i	0.2	2.2	62	4%
Cc1ccc2oc(C(=O)Nc3ccc(S(=O)(=O)Nc4onc(C)c4C)cc3)c(C)c2c1	-0.2%	i	6	11%	-31%	1.7%	-33%	i	0.4	0.0	63	-6%
O=C(NC(=S)Nc1ccccc1N1CCOCC1)c1ccc(Br)cc1	-0.2%	i	12	-12%	13%	1.2%	-7%	i	0.3	5.1	66	1.1µM*
O=C(c1ccc2c(c1)OCO2)N1CCC2(CC1)Oc1ccc(F)cc1C(=O)C21CC(c2ccc(Cl)cc2)=NO1 (configuration not stated)	-0.2%	i	23	9%	9%	4.5%	0%	i	2.0	2.7	52	10%
CCOc1ccc(NC(=O)c2nsc(Cl)c2Cl)cc1	-0.1%	i	29	8%[20 µM]	-134%	/	-31%	i	0.7	1.6	59	0%
CCn1c(SCC(=O)Nc2sc3c(c2C#N)CCCC3)nnc1-c1ccco1	-0.1%	i	24	-32%	5%	5.5%	15%	i	0.7	14	90	5%
COc1ccccc1NS(=O)(=O)c1ccc(C)c(NC(=O)NCCCl)c1	-0.1%	i	6	-10%	-4%	2.9%	13%	i	0.6	2.0	51	8%
Cc1ccc(C(=O)NCCCNC(=O)c2ccc(C)nc2)cc1	-0.2%	i	16	-5%	15%	-5.0%	7%	i	2.3	0.9	48	-4%
O=C(COc1ccc(Br)cc1)Nc1ccc(CN2CCOCC2)cc1	-0.1%	i	66	-20%	34%	2.9%	3%	i	0.5	0.3	70	4%
N=c1n(Cc2ccccc2)c2ccccc2n1CC(O)COc1ccccc1 (configuration not stated)	0.0%	i	22	-5%	17%	1.6%	10%	i	1.0	9.1	91	50%
CCN(CC(=O)NCc1ccc(F)cc1)c1ccc(S(C)(=O)=O)cc1[N+](=O)[O-]	-0.6%	i	38	-8%	4%	-3.8%	-29%	i	1.0	-0.7	66	5%
COc1ccc(NC(=S)N(CCc2ccc(OC)c(OC)c2)Cc2ccccn2)cc1	-0.4%	i	22	-13%	-7%	-4.6%	-32%	i	1.0	-1.6	65	-5%
Cc1nn(CC(=O)NCCc2ccccc2)c(=O)c2cc3occc3n12	0.3%	i	22	-21%	9%	0.9%	-19%	i	0.6	0.4	65	6%
O=C(NCC1(c2ccccc2)CCCC1)C(=O)N1CCOCC1	0.0%	i	58	25%	-11%	13%	-32%	i	1.1	0.7	77	3%
O=C(CCCN1C(=O)c2ccccc2C1=O)Nc1ccccc1C(=O)N1CCOCC1	-0.6%	i	61	-60%	6%	11%	-11%	i	0.8	2.3	71	-12%
Oc1ccc(-c2nccc(-c3ccc(Cl)cc3)n2)cc1	0.7%	i	57	7%	-3%	-2.1%	-12%	i	0.1	3.0	35	5%
COc1ccc(C2C(C#N)=C(N)Oc3cc(C)[nH]c(=O)c32)cc1OC (configuration not stated)	-0.3%	i	59	-7%	5%	-1.6%	-12%	i	0.1	0.4	55	-9%
CCn1cc(C(=O)NCCCOC(C)C)c(=O)c2cc(S(=O)(=O)N3CCC(C)CC3)ccc21	-0.2%	i	16	-43%	1%	-1.9%	-28%	i	8.7	0.6	60	13%
CCn1c(SCC(=O)NCc2ccco2)nnc1-c1cccs1	-0.2%	i	52	-25%	16%	-0.3%	14%	i	0.8	-0.1	58	8%
Nc1nc(C23CC4CC(CC(C4)C2)C3)[nH]c(=O)n1	-0.3%	i	27	6%	3%	4.0%	-7%	i	0.5	0.9	53	3%
CCCCCCNS(=O)(=O)c1ccc(NC(=O)C2CCCO2)cc1 (configuration not stated)	-0.4%	i	48	25%	0%	12%	2%	i	0.2	-0.2	39	0%
CN(C)c1cc(NC(=O)CNC(C)(C)CC(C)(C)C)c2ccccc2n1	-0.3%	i	26	-10%	17%	-1.1%	-23%	i	0.0	3.5	93	4%
Cc1ccc(NC(=O)CN2C(=O)c3ccccc3S2(=O)=O)c(C)c1	-0.1%	i	25	11%	2%	-5.2%	-20%	i	1.2	-0.9	51	5%
COc1ccc(NC(=O)CCNS(=O)(=O)c2ccc3c(c2)c(=O)n(C)c(=O)n3C)cc1OC	0.7%	i	33	-19%	-4%	-0.6%	-39%	i	0.2	0.3	37	-1%
CCN(CCNS(=O)(=O)c1ccc2[nH]c(=O)sc2c1)c1ccccc1	-0.2%	i	34	1%	18%	-1.2%	-16%	i	3.8	-2.4	73	16%
Cn1c(Cn2cnc3ccccc32)nc2ccccc21	0.2%	/	/	13%	6%	16%	6%	i	1.0	0.9	55	7%
CCOc1ccc(NC(=O)CCC(=O)n2nc(C)cc2C)cc1	-0.1%	i	18	-55%	-18%	12%	15%	/	/	-0.2	86	-12%
Cc1ccc(CC2CC(=O)N(CC(=O)O)C2=O)cc1 (configuration not stated)	-0.2%	i	52	32%	9%	3.3%	-18%	i	0.6	1.2	84	-3%
CC(C)C(=O)NC(=S)Nc1ccc(S(=O)(=O)N2CCCC2)cc1	0.2%	i	13	13%	4%	-2.8%	-2%	i	0.5	0.4	44	13%
O=C(Nc1ccccc1)OCCNC(=O)c1ccccc1	0.2%	i	38	-33%	10%	-4.5%	-6%	i	0.5	0.3	55	9%
